# Source: PubChem
# AmpC inh no detg = qHTS Inhibitors of AmpC Beta-Lactamase (assay without detergent) | P00811 | AmpC nitrocefin hydrolysis, absorbance 480 nm, 0.0001% Triton | Potency, µM (doses to about 57.1 µM), without a hit: at the highest dose activity change, negative = inhibition, hits mostly inhibitors | 330,000 tested, 0.52% active;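 note: potency is the fitted concentration of half-maximal effect; plate controls were no compound for no effect and no enzyme for full effect; nearly all actives have a fitted effect of over 20% in size; some results filed as inactive show a strong effect at the top dose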
# Target sequence (P00811 whole entry, looked up): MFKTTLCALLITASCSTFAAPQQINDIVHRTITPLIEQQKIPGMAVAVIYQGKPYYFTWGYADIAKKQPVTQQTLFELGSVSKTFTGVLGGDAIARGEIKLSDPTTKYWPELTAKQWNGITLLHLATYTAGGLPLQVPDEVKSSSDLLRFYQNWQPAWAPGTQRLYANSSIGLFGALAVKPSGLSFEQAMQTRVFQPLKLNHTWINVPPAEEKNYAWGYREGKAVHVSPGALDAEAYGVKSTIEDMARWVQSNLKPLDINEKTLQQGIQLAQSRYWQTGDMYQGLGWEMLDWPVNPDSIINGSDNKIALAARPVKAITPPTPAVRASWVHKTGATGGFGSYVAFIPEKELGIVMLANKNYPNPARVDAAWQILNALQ
#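 20 mM phosphate pH 7.0 + 0.01% (detergent screen) or 0.0001% Triton X-100; 5.3 nM AmpC reagent; cpd preinc 15 min RT; nitrocefin (800 uM stock) to start; A480 q20 s × 4 min; Activity was normalised to no-enzyme and no-compound control wells.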
# AMA1-RON2 inh = qHTS for Inhibitors of AMA1-RON; Towards Development of Antimalarial Drug Lead: Primary Screen; AlphaScreen AMA1-biotinylated RON2 peptide binding; Potency, µM (series often up to 58.2 µM), for inactives: at the highest dose activity change, negative = inhibition, most hits filed as inhibitors; 360,000 tested, 0.2% active; AID 720542, 2013;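 note: potency is the fitted concentration of half-maximal effect; 0% = vehicle wells and -100% = peptide control; nearly all actives have a fitted effect of over 45% in size; some results filed as inactive show a strong effect at the top dose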
#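 AMA1 (3D7) with his tag at 25 nM final met compounds first, then biotinylated RON2 peptide at 25 nM; detection used donor plus acceptor beads, 10 µg/mL apiece, read by AlphaScreen after 30 min at room temperature.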
# Tb PYK inh = qHTS of Trypanosoma Brucei Inhibitors | AID 624173, 2012 | 410,000 tested, 0.12% active | Potency, µM (doses to about 76.8 µM), inactives show at the highest dose activity, negative = inhibition, usual class: inhibitors | TbPYK enzyme, Kinase-Glo Plus ATP luminescence, 45 min | pyruvate kinase (Trypanosoma brucei), Q57TT1; note: potency is the fitted concentration of half-maximal effect; nearly all actives have a fitted effect of over 50% in size
#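 Glycolytic pyruvate kinase of T. brucei was incubated with substrate, test compound and 130 uM ADP for 45 minutes at room temperature. Luminescent Kinase-Glo Plus signal was measured after 10 minutes.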
# LmPK inhibitor = qHTS Assay for Inhibitors of Leishmania Mexicana Pyruvate Kinase (LmPK) | Q27686 | purified LmPK, Kinase-Glo ATP luminescence, 1 h | Potency, µM (titrated, usually from 57.5 µM), without a hit: at the top dose activity change, negative = inhibition, hits mostly inhibitors | 290,000 tested, 0.37% active; note: potency is the fitted concentration of half-maximal effect
# Target sequence (Q27686 whole entry, looked up): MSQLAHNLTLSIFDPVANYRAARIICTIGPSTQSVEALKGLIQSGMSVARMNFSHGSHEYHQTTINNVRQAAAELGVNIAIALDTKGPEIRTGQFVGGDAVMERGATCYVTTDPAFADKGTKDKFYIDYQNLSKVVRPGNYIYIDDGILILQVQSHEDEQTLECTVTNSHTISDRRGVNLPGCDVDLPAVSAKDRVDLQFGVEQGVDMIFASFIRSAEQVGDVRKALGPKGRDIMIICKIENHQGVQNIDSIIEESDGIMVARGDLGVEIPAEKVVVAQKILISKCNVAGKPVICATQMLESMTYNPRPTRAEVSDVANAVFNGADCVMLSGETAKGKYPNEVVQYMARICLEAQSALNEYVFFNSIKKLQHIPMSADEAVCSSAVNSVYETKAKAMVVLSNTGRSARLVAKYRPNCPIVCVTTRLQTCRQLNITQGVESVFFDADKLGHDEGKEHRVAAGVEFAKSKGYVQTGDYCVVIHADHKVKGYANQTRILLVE
#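 Screened at intermediate enzyme activity to detect both inhibitors and activators: LmPK at 0.1 nM, with a 0.5 nM enzyme column as activation reference. PEP 0.5 mM, ADP 0.1 mM; ATP detected by luminescence after 1 h.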
# AmpC inh detg = qHTS Inhibitors of AmpC Beta-Lactamase (assay with detergent); AID 485294, 2010; AmpC hydrolysis of nitrocefin, absorbance 480 nm, 0.01% Triton; 370,000 tested, 0.041% active; Potency, µM (titrated, usually from 114 µM), for inactives: top-dose activity change, negative = inhibition, most hits filed as inhibitors;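 note: potency is the fitted concentration of half-maximal effect; 0% = no-compound wells and -100% = no-enzyme wells; nearly all actives have a fitted effect of over 25% in size; some results filed as inactive show a strong effect at the top dose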
#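 20 mM phosphate pH 7.0 + 0.01% (detergent screen) or 0.0001% Triton X-100; 5.3 nM AmpC reagent; cpd preinc 15 min RT; nitrocefin (800 uM stock) to start; A480 q20 s × 4 min; Activity was normalised to no-enzyme and no-compound control wells.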
# HCMV antiviral = qHTS Assay for inhibitors of the human cytomegalovirus (HCMV). 410,000 tested, 4.5% active. activity change, negative = inhibition, % at 57.5 µM. AID 1259415, 2018. HFF cells, HCMV-luciferase reporter, 72 h; stronger effect = lower value; in the data active = activity change below about -60%; inconclusive = no clear call, values can overlap the other calls; inactive = above about -39%
#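 Human foreskin fibroblasts infected with luciferase-reporter HCMV at MOI 1 PFU/cell, compounds at two doses. Luciferase measured 72 h post infection; normalized to buffer-only basal and Salinomycin (10uM) controls.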
# HCV inh = qHTS Assay for Inhibitors of Hepatitis C Virus (HCV); Potency, µM (top dose mostly 41.8 µM), for inactives: at the top dose activity change, negative = inhibition, hits mostly inhibitors; 340,000 tested, 3.4% active; Huh7.5.1 HCVcc-Cre infection, luciferase reporter, 44 h; note: potency is the fitted concentration of half-maximal effect
#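 After 44 h co-culture of compound, cells and HCVcc-Cre (~0.5 moi), substrate is added for 15 min at room temperature and luciferase measured over 15 sec. Cells were seeded at 1,000/well and pre-cultured 4 h.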
# Starred values were filed as active, the others as inactive; ? = inconclusive; · = no result given; & = joins results of further samples; [ ] = another dose, or the depositor's remark. Unless noted, calls come from the whole dose curve; as a rule, active = well fitted curve in the direction sought with a large enough effect; inconclusive = small, poorly fitted or top-dose-only effect, or another doubt; inactive = no such curve, though single readings can be large; an effect the other way counts as inactive or inconclusive. Unless noted, % is set by controls: 0 for no effect and ±100 for the full control effect.
SMILES,AmpC inh no detg,AMA1-RON2 inh,Tb PYK inh,LmPK inhibitor,AmpC inh detg,HCMV antiviral,HCV inh
O=C(CCS(=O)(=O)c1ccc(Cl)cc1)NCCc1c[nH]c2ccccc12,-24.5%,-9.0%,-3.3%,-0.9%,9.1%,54.3,3.1%
O=C(NNc1cccc(Cl)n1)C(F)(F)F,-18.7%,32.2%[activator],-1.2%,9.7%,-20.8%,-1.9,15.3%
C=CCn1c(C)cc(C(=O)CN2C(=O)c3ccccc3S2(=O)=O)c1C,-31.2%,33.1%[activator][11.6 µM],4.7%,·,-9.0%,·,19.2%
Cc1ccc(-c2nnc(-c3cccc(Br)c3)o2)cc1,-16.0%,0.0%,0.5%,0.8%,-17.8%,100.6,8.8%
COc1ccc(-c2c3c(cc(C)[n+]2[O-])oc2ccc(OC)cc23)cc1,43.2%,-8.8%,-10.6%,-0.9%,-11.6%,-91.4*,-10.6%
Cc1nc2c(C(=O)NCc3ccco3)cnn2c(C)c1Cc1ccc(F)cc1Cl,-0.4%,-14.6%,-1.2%,3.5%,2.8%,-1.2,12.6µM*
COc1cccc(-c2nc(SCc3cccc(Br)c3)n3[nH]c(=O)cc3n2)c1,·,·,0.0%,·,1.0%,10.5,·
Cc1nc(-c2cccc(S(=O)(=O)N3CCOCC3)c2)cs1,-2.8%,-4.5%,-12.3%,0.6%,-8.0%,72.1,-17.9%
Cc1ccccc1CN(c1ccc(C(N)=O)cc1)S(C)(=O)=O,-14.8%,-5.8%,-1.9%,2.6%,-12.9%,-17.8,24.4%
CCOC(=O)C1CCN(C(=O)c2cc(S(=O)(=O)N3CCOCC3)ccc2C)CC1,-3.5%,0.0%,-6.6%,·,4.4%,-1.6,10.8%
CCCCNC(=O)c1ccc2nc(CC)c(N(CCC(C)C)CCN(C)C)n2c1,·,4.0%,-0.4%,·,·,4.0,·
CCOC(=O)c1c(C)[nH]c(C)c1S(=O)(=O)N1CCCC(C(=O)Nc2cccc(CC)c2)C1 (stereo not drawn),·,·,-3.6%,·,0.9%,-12.3,·
CCCN(CCC)CCCNC(=O)CNC(=O)c1nn(-c2ccc(OC)cc2)c(=O)c2ccccc12,21.4%,-6.7%,0.5%,0.0%,2.1%,-0.2,17.3%
CC(C)c1ccc(NC(=O)C2C3C=CC4(O3)C2C(=O)N(CCCN2CCCCC2)C4C(=O)NC2CCCCC2)cc1 (stereo not drawn),0.0%,16.2%,-2.6%,5.0%,-9.1%,-77.2*,-13.6%
O=C(NC(=S)Nc1ccc(Br)cn1)c1cncc(Br)c1,-24.4%,26.7%,0.3%,0.6%,-5.7%,-4.5,-16.7%
O=c1c2sccc2n(Cc2cccc(F)c2)c(=O)n1-c1ccc(F)cc1,-15.3%,-2.6%,2.7%,-1.3%,-1.8%,-19.5,28.6%
COc1cc(OC)c(N(C)C(=O)c2sc3nc4n(c(=O)c3c2C)CCCCC4)cc1Cl,·,·,-3.5%,·,22.9%,7.9,·
COc1ccc2c(O)c(-c3c(C)cc(C)cc3C)c(=O)[nH]c2c1,·,-4.3%,-10.4%,·,·,-62.6*,9.9%
CC(C)(CCC(=S)N1CCOCC1)c1ccccc1,·,-9.2%,-4.8%,·,·,?,2.1%
CC/S(CC1CC1(Cl)Cl)=N\S(=O)(=O)c1ccc(C)cc1 (stereo not drawn),-3.7%,-0.6%,-5.2%,-0.8%,1.5%,8.3,7.2%
CN(C(=O)Cn1c(=O)n(CCCS(=O)(=O)C2CCCCC2)c(=O)c2ccccc21)c1ccccc1,·,·,10.8%,·,-1.5%,-7.2,·
CCCCn1nnnc1C(c1cc2ccccc2o1)N(C)Cc1ccc(Cl)cc1 (stereo not drawn),·,2.7%,-2.2%,·,·,-22.1,·
COC(=O)C(Cc1ccccc1)NC(=S)NC(=O)c1ccccc1 (stereo not drawn),-37.5%,40.9%[activator],-1.2%,0.7%,1.2%,-17.1,?
CN(C)/C(=N\OC(=O)c1ccccc1)c1nonc1N,-35.1%,-3.7%,-0.8%,0.8%,-9.0%,34.7,-10.5%
O=C(CN1CCN(Cc2ccc(Cl)cc2)C1=O)NCCCN1CCOCC1,-1.0%,-5.7%,1.7%,7.8%,?,28.3,14.6%
Cc1nc(SCc2ccccc2C)n[nH]1,-2.7%,2.5%,-2.7%,-4.0%,0.7%,37.2,-12.9%
CCOc1ccc(S(=O)(=O)Nc2ccc(C(=O)NNC(=O)c3ccncc3)cc2)cc1,-12.8%,53.8%[activator],-9.8%,·,7.4%,4.5,12.4%
COc1cccc(-n2c(=O)c3sc4ccccc4c3n(CC(=O)Nc3ccccc3C)c2=O)c1,·,·,0.3%,·,13.7%,-10.7,·
CN(C)n1cnc2ccsc2c1=O,-2.3%,9.1%,5.8%,-4.4%,-1.8%,-28.9,3.9%
O=C(Cc1ccc(Cl)cc1)Nc1ccc(S(=O)(=O)Nc2ncccn2)cc1,-29.8%,20.8%,0.3%,3.0%,-0.4%,-0.1,?
COc1ccc(OC)c(/C=C/C(=O)N(C)CC(=O)Nc2ccc(N3CCOCC3)cc2)c1,48.8%,-7.4%,-4.2%,·,3.4%,0.0,?
O=C(c1ccco1)N1CCN(C(=O)c2ccc(CS(=O)c3ccc(F)cc3)o2)CC1 (stereo not drawn),-1.1%,-0.2%,3.4%,1.0%,-9.2%,7.3,14.5%
COc1ccc(-n2ncc3c(N4CCCCC4)ncnc32)cc1,18.9%,0.0%,-11.3%,15.8µM*,4.1%,·,?
CC(=O)Nc1cccc(-c2ccnc3c2CC(C(=O)Nc2ccc4c(c2)OCO4)O3)c1 (stereo not drawn),·,-25.1%,3.4%,·,·,?,·
COC(=O)NCC(c1cccnc1)N1CCN(c2ccccc2OC)CC1 (stereo not drawn),29.1%,-2.8%,4.9%,-1.4%,-11.6%,115.7,15.2%
O=C(N/N=C/c1ccc2c(c1)OCO2)c1ccc(NC(=O)c2ccc(F)cc2)cc1,?,19.8%,0.0%,-6.7%,-8.3%,-86.3*,-20.7%
COc1ccccc1N1CCN(C(=O)CSc2nc(-c3ccc(C(C)C)cc3)no2)CC1,·,·,-0.8%,·,0.5%,7.3,·
COc1ccc(Cl)cc1S(=O)(=O)n1nnc2ccccc21,-15.5%,45.0%[activator],-11.9%,-6.1%,-14.7%,-9.3,18.1%
COCCNC(=O)CCCn1c(=O)c2ccccc2n(CC(=O)NCCC2=CCCCC2)c1=O,11.2%,-3.3%,-8.9%,-3.2%,-5.1%,-25.9,5.7%&-0.2%
Cc1nc(C(=O)NCCC(C)C)sc1C1(C)CC(c2ccccc2)=NO1 (stereo not drawn),14.7%,-1.7%,5.3%,-1.8%,-6.2%,-4.5,?

# Single records (already shown).
# Entry for COc1ccc(-n2ncc3c(N4CCCCC4)ncnc32)cc1 = AmpC inh no detg = 18.9%; AMA1-RON2 inh = 0.0%; Tb PYK inh = -11.3%; LmPK inhibitor = 15.8µM*; AmpC inh detg = 4.1%; HCMV antiviral = ·; HCV inh = ?
# Entry for O=C(c1ccco1)N1CCN(C(=O)c2ccc(CS(=O)c3ccc(F)cc3)o2)CC1 (stereo not drawn) = AmpC inh no detg = -1.1%; AMA1-RON2 inh = -0.2%; Tb PYK inh = 3.4%; LmPK inhibitor = 1.0%; AmpC inh detg = -9.2%; HCMV antiviral = 7.3; HCV inh = 14.5%

# Next structures.
SMILES,AmpC inh no detg,AMA1-RON2 inh,Tb PYK inh,LmPK inhibitor,AmpC inh detg,HCMV antiviral,HCV inh
O=C(CSC1=Nc2ccccc2C2=NC(Cc3c[nH]c4ccccc34)C(=O)N12)NC1CCCCC1 (stereo not drawn),41.5%,4.7%,-4.6%,10.5%,?,29.4,-27.4%
COc1cccc2cc(C(=O)N3CCCCC3C)c(=O)oc12 (stereo not drawn),-15.6%,-2.7%,3.2%,-1.7%,-14.7%,-6.3,0.6%
Cc1cc(C)c2c(NC(N)=S)n[nH]c2n1,-4.2%,80.1%[activator],-0.1%,1.0%,1.4%,-10.0,-15.5%
O=C(NCCCCc1ccccc1)c1cc([N+](=O)[O-])cc([N+](=O)[O-])c1,-30.5%,-8.2%,-20.0%,-0.1%,-9.8%,-20.7,?
CC(C)(C)NC(=O)C1CC(=O)N(CCc2ccc(F)cc2)C1 (stereo not drawn),96.1%,-22.8%,-2.2%,-1.0%,-10.2%,3.1,-11.1%
O=c1n(CCCN2CCN(c3cccc(Cl)c3)CC2)nc2ccccn12,49.3%,-3.6%,4.0%,2.7%,-7.3%,?,1.4%[8.37 µM]
CCCCc1c(C)nc(N)[nH]c1=O,-16.5%,7.8%,3.5%,-2.3%,-3.1%,-3.0,14.7%
O=C(Nc1cccc(Cl)c1)Nc1nnc(CSCCOc2ccc(Cl)cc2)s1,-30.1%,-2.9%[11.6 µM],-1.4%,0.4%,?,-72.0*,2.51µM*
CC(C)n1c(SCC(=O)NCc2ccco2)nc2c1c(=O)n(C)c(=O)n2C,-6.4%,-0.6%,2.5%,6.1%,?,40.4,13.6%
Cc1cccn2c(=O)c3cc(C(=O)NCC4CCCO4)c(=N)n(C4CCCCC4)c3nc12 (stereo not drawn),-12.2%,2.6%,1.2%,0.8%,-16.6%,-14.2,?
Cn1c(CN2CCCCC2)nc2cc(NC(=O)c3cccs3)ccc21,-35.5%,23.6%,1.2%,3.9%,7.1%,-30.5,?
C/C(=N\OC(=O)c1cccc(C)c1)c1sc(-c2ccccc2)nc1C,-19.8%,-5.5%,-14.4%,1.1%,-11.0%,173.8,-12.9%

# Results in HCV inh, for six of the compounds above:
structure,HCV inh
CCCCc1c(C)nc(N)[nH]c1=O,14.7%
O=C(Nc1cccc(Cl)c1)Nc1nnc(CSCCOc2ccc(Cl)cc2)s1,2.51µM*
CC(C)n1c(SCC(=O)NCc2ccco2)nc2c1c(=O)n(C)c(=O)n2C,13.6%
Cc1cccn2c(=O)c3cc(C(=O)NCC4CCCO4)c(=N)n(C4CCCCC4)c3nc12 (stereo not drawn),?
Cn1c(CN2CCCCC2)nc2cc(NC(=O)c3cccs3)ccc21,?
C/C(=N\OC(=O)c1cccc(C)c1)c1sc(-c2ccccc2)nc1C,-12.9%
